# Screening results: PubChem BioAssay, National Center for Advancing Translational Sciences (NCATS)
# Sm TGR inh: blocks Schistosoma mansoni thioredoxin glutathione reductase. Q962Y6. hit rate 3% among 360,000. Potency, µM (doses to about 114 µM), for inactives: at the highest dose activity change, negative = inhibition, hits mostly inhibitors. purified TGR, DTNB reduction, TNB absorbance 405 nm; further: potency means the concentration at half of the fitted maximal effect; nearly all actives have a fitted effect of over 60% in size
#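 Kinetic colorimetric format: TGR-catalysed, NADPH-driven DTNB reduction monitored via TNB absorbance. Enzyme dispensed at 20 nM; compound exposure 15 min at room temperature before reaction start.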
# AMA1-RON2 inh: inhibitors of Plasmodium falciparum AMA1-RON2 interaction; AlphaScreen AMA1-biotinylated RON2 peptide binding; Potency, µM (highest dose often 58.2 µM), for inactives: at the highest dose activity change, negative = inhibition, usual class: inhibitors; hit rate 0.2% among 360,000; AID 720542;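 further: potency means the concentration at half of the fitted maximal effect; 0% = vehicle wells and -100% = peptide control; nearly all actives have a fitted effect of over 45% in size; some results filed as inactive show a strong effect at the top dose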
#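 AMA1 (3D7) with his tag at 25 nM final met compounds first, then biotinylated RON2 peptide at 25 nM; detection used donor plus acceptor beads, 10 µg/mL apiece, read by AlphaScreen after 30 min at room temperature.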
# HCMV antiviral: blocks human cytomegalovirus replication | HFF cells, HCMV-luciferase reporter, 72 h; stronger effect = lower value | hit rate 4.5% among 410,000 | AID 1259415 | activity change, negative = inhibition, % at 57.5 µM; in the data active means activity change below about -60%; inconclusive means no clear call, values can overlap the other calls; inactive means above about -39%
#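 Inhibition of viral replication was scored as loss of reporter luminescence in HFFs infected with HCMV-luciferase (MOI 1 PFU/cell) for 72 h; compounds tested at 2 doses, normalized to buffer and Salinomycin controls.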
# FBPA Giardia inh: blocks Giardia fructose-bisphosphate aldolase activity; A8B2U2; purified Giardia FBPA; Potency, µM (doses to about 59.6 µM), for the others: top-dose activity, negative = inhibition, hits mostly inhibitors; hit rate 0.71% among 290,000; further: potency means the concentration at half of the fitted maximal effect; nearly all actives have a fitted effect of over 55% in size
# Target sequence (A8B2U2 whole entry, looked up): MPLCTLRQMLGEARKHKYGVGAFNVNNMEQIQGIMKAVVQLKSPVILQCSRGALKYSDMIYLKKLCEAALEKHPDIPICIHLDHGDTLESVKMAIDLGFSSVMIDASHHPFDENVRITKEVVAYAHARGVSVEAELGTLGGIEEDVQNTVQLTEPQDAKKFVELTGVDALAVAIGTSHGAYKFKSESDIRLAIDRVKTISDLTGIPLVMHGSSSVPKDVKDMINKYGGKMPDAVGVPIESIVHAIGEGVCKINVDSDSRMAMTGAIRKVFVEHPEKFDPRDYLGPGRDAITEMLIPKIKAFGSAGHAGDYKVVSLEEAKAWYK
#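 40 nM FBPA preincubated 10 min at RT with compound (up to 57.5 uM final), then substrate plus GAPDH/TPI/NAD/arsenate coupling and diaphorase/resazurin added. Fluorescence read after 20 min at RT, 525/598 nm.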
# AmpC no deterg: AmpC beta-lactamase inhibition without detergent | AID 485341 | AmpC nitrocefin hydrolysis, absorbance 480 nm, 0.0001% Triton | hit rate 0.52% among 330,000 | P00811 | Potency, µM (top dose mostly 57.1 µM), for the others: at the highest dose activity change, negative = inhibition, usual class: inhibitors;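 further: potency means the concentration at half of the fitted maximal effect; plate controls were no compound for no effect and no enzyme for full effect; nearly all actives have a fitted effect of over 20% in size; some results filed as inactive show a strong effect at the top dose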
# Target sequence (P00811 whole entry, looked up): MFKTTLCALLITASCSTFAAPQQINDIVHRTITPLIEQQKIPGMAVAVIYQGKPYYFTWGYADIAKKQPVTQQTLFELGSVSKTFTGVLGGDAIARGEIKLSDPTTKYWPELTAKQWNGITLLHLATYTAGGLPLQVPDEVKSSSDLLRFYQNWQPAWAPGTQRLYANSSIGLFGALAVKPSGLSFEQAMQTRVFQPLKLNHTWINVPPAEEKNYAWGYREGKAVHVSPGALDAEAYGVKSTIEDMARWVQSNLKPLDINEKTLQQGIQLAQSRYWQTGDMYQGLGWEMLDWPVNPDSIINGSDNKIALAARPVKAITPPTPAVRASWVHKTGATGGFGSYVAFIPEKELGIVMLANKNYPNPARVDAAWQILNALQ
#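 AmpC (5.3 nM in the dispensed reagent) in 20 mM phosphate pH 7.0 with 0.01% (detergent screen) or 0.0001% Triton X-100 was preincubated with compounds for 15 min at room temperature. Nitrocefin was then added from an 800 uM solution, and hydrolysis was followed at 480 nm.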
# AmpC inh detg: AmpC beta-lactamase inhibition with detergent present | P00811 | Potency, µM (top dose mostly 114 µM), for the others: top-dose activity change, negative = inhibition, most hits filed as inhibitors | hit rate 0.041% among 370,000 | AmpC hydrolysis of nitrocefin, absorbance 480 nm, 0.01% Triton;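 further: potency means the concentration at half of the fitted maximal effect; 0% = no-compound wells and -100% = no-enzyme wells; nearly all actives have a fitted effect of over 25% in size; some results filed as inactive show a strong effect at the top dose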
#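 20 mM phosphate pH 7.0 + 0.01% (detergent screen) or 0.0001% Triton X-100; 5.3 nM AmpC reagent; cpd preinc 15 min RT; nitrocefin (800 uM stock) to start; A480 q20 s × 4 min; Activity was normalised to no-enzyme and no-compound control wells.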
# An asterisk follows results filed as active; ? = inconclusive; . = not tested or not shown; & = joins results of further samples; [ ] = dose if it differs, or a comment. Unless noted, the call rests on the fitted dose curve; in most records, active means well fitted curve in the direction sought with a large enough effect; inconclusive means small, poorly fitted or top-dose-only effect, or another doubt; inactive means no such curve, though single readings can be large; an effect the other way counts as inactive or inconclusive. Unless noted, on the % scale 0 is the no-effect control and ±100 the full control effect.
Structure | Sm TGR inh | AMA1-RON2 inh | HCMV antiviral | FBPA Giardia inh | AmpC no deterg | AmpC inh detg
CCc1nnc(NC(=O)c2ccc(-c3ccc([N+](=O)[O-])cc3Cl)o2)s1 | -27% | -2% | -38 | -1% | -21% | 4%
CCc1ccc(/C=N/NC(=O)c2ccccn2)cc1 | -7% | 94%[activator] | -2 | -21% | -6% | 0%
Cc1ccc(Cl)cc1N1CCN(C(=O)CCC(=O)O)CC1 | -16% | 13% | ? | -1% | 1% | -9%
O=C(c1cc2cc([N+](=O)[O-])ccc2s1)N1CCOCC1 | 7% | -5% | -35 | 2% | -2% | 3%
O=C(Nc1cccc(F)c1)C1CCCN(S(=O)(=O)c2ccc(-n3cnnn3)cc2)C1 (stereo not drawn) | -3% | 6% | -29 | . | -19% | 3%
Cc1cc(C)nc(Oc2ccc(Br)cc2Br)n1 | 12% | -1% | -24 | 1% | -1% | -4%
Cc1ccc(Cl)cc1N1CCN(C(=O)C2CCN(S(=O)(=O)c3cccc4nonc34)CC2)CC1 | 0% | . | -23 | . | . | -6%
Cc1ccc(NC(=O)c2cc(=O)n(Cc3ccccc3)c(=O)[nH]2)cc1C | -21% | 7% | -26 | 1% | -18% | 2%

# Some values from the results shown.
# AmpC inh detg result of O=C(Nc1cccc(F)c1)C1CCCN(S(=O)(=O)c2ccc(-n3cnnn3)cc2)C1 (stereo not drawn) is entered as 3%
# AmpC no deterg result of O=C(c1cc2cc([N+](=O)[O-])ccc2s1)N1CCOCC1 is entered as -2%
# HCMV antiviral result of CCc1nnc(NC(=O)c2ccc(-c3ccc([N+](=O)[O-])cc3Cl)o2)s1 is entered as -38

# The main list resumes with the 3 entries that preceded the break.
Structure | Sm TGR inh | AMA1-RON2 inh | HCMV antiviral | FBPA Giardia inh | AmpC no deterg | AmpC inh detg
Cc1cc(C)nc(Oc2ccc(Br)cc2Br)n1 | 12% | -1% | -24 | 1% | -1% | -4%
Cc1ccc(Cl)cc1N1CCN(C(=O)C2CCN(S(=O)(=O)c3cccc4nonc34)CC2)CC1 | 0% | . | -23 | . | . | -6%
Cc1ccc(NC(=O)c2cc(=O)n(Cc3ccccc3)c(=O)[nH]2)cc1C | -21% | 7% | -26 | 1% | -18% | 2%
CCN(Cc1cccs1)C(=O)CN1C(=O)NC2(CCCc3ccccc32)C1=O (stereo not drawn) | -28% | -5% | -1 | . | 4% | -10%
COc1ccc(OC)c(NC(=O)C2CCN(S(=O)(=O)c3cccs3)CC2)c1 | 3% | 68%[activator] | -13 | 0% | -12% | 1%
Nc1ccc(C(=O)N/N=C\c2ccc(OC(=O)c3ccccc3Cl)cc2)cc1 | -2% | 14% | -11 | -6% | -37% | -4%
c1nc2sc3c(c2c2nnnn12)CCC3 | 10% | 6% | ? | 3% | -14% | ?
COc1ccccc1C(=O)Nc1c(C(=O)Nc2ccccc2F)oc2ccccc12 | -1% | . | -25 | . | . | -13%
O=C(NCc1ccccc1Cl)C1=CC=CN2CCS(=O)(=O)N=C12 | -21% | -1% | -15 | . | -13% | 4%
C=C/C(C)=C/C[C@H]1C(=C)CCC2[C@](C)(C(=O)O)CCC[C@@]21C (stereo partly drawn) | -19% | 7% | . | . | -21% | -5%
O=C(CCNC(=O)c1ccc(Cl)cc1)Nc1cccc(S(=O)(=O)N2CCCCC2)c1 | 2% | -1% | -22 | . | -9% | 0%

# Some entries already given, reduced to AmpC no deterg, HCMV antiviral and AMA1-RON2 inh:
SMILES	AmpC no deterg	HCMV antiviral	AMA1-RON2 inh
COc1ccccc1C(=O)Nc1c(C(=O)Nc2ccccc2F)oc2ccccc12	.	-25	.
CCc1ccc(/C=N/NC(=O)c2ccccn2)cc1	-6%	-2	94%[activator]
C=C/C(C)=C/C[C@H]1C(=C)CCC2[C@](C)(C(=O)O)CCC[C@@]21C (stereo partly drawn)	-21%	.	7%
Cc1ccc(Cl)cc1N1CCN(C(=O)C2CCN(S(=O)(=O)c3cccc4nonc34)CC2)CC1	.	-23	.

# Continued.
Structure | Sm TGR inh | AMA1-RON2 inh | HCMV antiviral | FBPA Giardia inh | AmpC no deterg | AmpC inh detg
Cc1nn(S(=O)(=O)c2ccc(C(C)C)cc2)c(C)c1S(=O)(=O)N1CCOCC1 | -10% | -7% | 4 | -14% | -10% | ?
CCOC(=O)c1cnc(SC2CC(=O)N(c3cccc(OC)c3)C2=O)nc1N (stereo not drawn) | ? | 1% | -2 | 0% | -22% | 3%
Cc1c(Cl)cccc1NC(=O)Nc1cc(C(C)(C)C)nn1C | -8% | -11% | 40 | -3% | -2% | 2%
Cc1ccc2[nH]c(=O)c(CN(C(=O)c3cccc([N+](=O)[O-])c3)C(C)C)cc2c1 | -15% | 6% | 13 | 2% | 6% | 0%
c1ccn2cc(C34CC5CC(CC(C5)C3)C4)nc2c1 | -29% | 2% | -33 | 2% | 6% | 1%
CCCCn1c(N)c(N(CC(C)C)C(=O)CSCc2cccc(C)c2)c(=O)[nH]c1=O | -10% | -1% | 23 | . | -12% | 0%
COc1ccc(S(=O)(=O)Nc2cc(C)on2)cc1OC | 3% | 2% | 9 | -9% | -10% | 9%
CCOC(=O)[C@H]1[C@H]2COc3ccc(Br)cc3[C@@H]2N2C(=O)N(c3ccc(F)cc3)C(=O)[C@@]12C | . | -3% | ? | . | -7% | .

# (further entries)
# Letter code: A = Sm TGR inh; B = AMA1-RON2 inh; C = HCMV antiviral; D = FBPA Giardia inh; E = AmpC no deterg; F = AmpC inh detg
Cc1csc(SCC(=O)Nc2c(C)n(C)n(-c3ccccc3)c2=O)n1
  A = -1%	B = -6%	C = 11	D = 4%	E = -12%	F = -3%
Cc1coc2c1c(C)cc1oc(=O)c(CC(=O)NCCC(=O)O)c(C)c12
  A = 0%	B = -2%	C = 2	D = 4%	E = -10%	F = -4%
CCC(C)NS(=O)(=O)c1cccs1 (stereo not drawn)
  A = 4%	B = 0%	C = 1	D = 2%	E = -8%	F = 2%
CCc1ccccc1NC(=O)C1NC(=O)CC1c1ccccc1 (stereo not drawn)
  A = 0%	B = -1%	C = ?	D = 0%	E = -2%	F = -13%
COc1ccc(C)cc1NC(=O)CN1CCN(CC(=O)Nc2ccccc2F)CC1
  A = -7%&0%	B = -3%	C = 41&7	D = 0%	E = -9%	F = 1%&0%
CCOc1ccc(NC(=O)c2noc3c2CSc2ccccc2-3)cc1
  A = -6%	B = .	C = -29	D = .	E = .	F = -3%
Cc1noc(C)c1CSc1nnc(-c2cc(Cl)ccc2Cl)n1N
  A = -5%	B = -11%	C = 36	D = 2%	E = -37%	F = -15%
Cc1ccccc1NC(=O)NC(N)=O
  A = -1%	B = 10%	C = -5	D = -2%	E = -25%	F = 3%
COc1ccc(C(=O)N2CCC(NC(=O)C(Cc3ccccc3OC)NC(C)=O)CC2)cc1 (stereo not drawn)
  A = 5%	B = -2%	C = 9	D = 5%	E = 30%	F = -9%
O/N=C/CCn1c(=S)sc2ccccc21
  A = -27%	B = 16%	C = -10	D = -1%	E = -17%	F = -10%
CC(=O)N/N=C(\C)c1ccc(Br)cc1Br
  A = 9%	B = 8%	C = -15	D = 3%	E = -32%	F = 3%
COC(=O)Cn1c(=O)c2c(n(Cc3ccccc3)c1=O)N/C(=C/c1ccc(OC)cc1)C2=O
  A = 0%	B = 1%	C = -39	D = 6%	E = -25%	F = -1%
Cc1ccc(N2CC(C(=O)N3CCN(Cc4ccc5c(c4)OCO5)CC3)CC2=O)cc1 (stereo not drawn)
  A = 4%	B = -8%	C = -31	D = 6%	E = 99%[activator]	F = 6%
Clc1ccc(CNC2CN3CCC2CC3)cc1 (stereo not drawn)
  A = 2%	B = -19%	C = ?	D = -1%	E = -24%	F = -11%
O=C(CN1C(=O)c2ccccc2S1(=O)=O)Nc1ccon1
  A = 0%	B = 2%	C = -16	D = .	E = -2%	F = ?
CCc1ccccc1S(=O)(=O)c1c(C)cc(C)nc1Cl
  A = 0%	B = 8%	C = 38	D = -11%	E = 0%	F = 3%
COc1cc(NC(=O)c2ccccc2)c(OC)cc1NC(=O)CN1CCCCC1
  A = 1%	B = ?	C = -3	D = -22%	E = 10%	F = ?
Cc1ccc(NC(=O)c2cc(S(=O)(=O)N3CCCCC3)ccc2N2CCOCC2)cc1F
  A = 2%	B = -5%	C = 6	D = 14%	E = 15%	F = 10%
OCC1(c2cc(C(F)(F)F)n[nH]2)CCCCC1
  A = 0%	B = -4%	C = 8	D = 2%	E = 2%	F = -7%
COc1ccc(C2C=C(c3cccc(OC)c3)Nc3c(C(=O)Nc4ccccc4)cnn32)cc1 (stereo not drawn)
  A = 2%	B = .	C = -36	D = .	E = .	F = 0%
CCN(c1cc(C)cc(C)c1)S(=O)(=O)c1nnc(NC(=O)c2ccccc2C)s1
  A = 7%	B = .	C = -35	D = .	E = .	F = 11%
COc1ccccc1N1CCN(C(=O)CSc2nnc(C)n2C2CC2)CC1
  A = .	B = 0%	C = -36	D = .	E = 5%	F = .
COCCCN(C(=S)Nc1cc(C)cc(C)c1)C(C)c1ccncc1 (stereo not drawn)
  A = -9%	B = -7%	C = 2	D = 6%	E = 0%	F = -10%
Cc1cccc(NC(=O)CNC(=O)CN2C(=O)NC3(CCCCC3C)C2=O)c1C (stereo not drawn)
  A = ?	B = 0%	C = 17	D = .	E = 0%	F = 1%
O=C(NNC(=O)c1ccncc1)Nc1ccc([N+](=O)[O-])cc1
  A = 0%	B = 44%[activator]	C = 10	D = 8%	E = -23%	F = -9%
COc1ccc(C(=O)/C=C/C(=O)N(Cc2ccc3c(c2)OCO3)C(C(=O)NC2CCCCC2)c2ccncc2)c(O)c1 (stereo not drawn)
  A = -5%	B = -20%	C = ?	D = 1%	E = 100%[activator]	F = -4%
Cc1ccc(S(=O)(=O)N=S(CCO)CCO)cc1
  A = 8%	B = -5%	C = 15	D = 4%	E = -18%	F = -6%
O=c1[nH]c(C2CCN(S(=O)(=O)c3ccccc3F)CC2)nc2c1nnn2Cc1ccc2c(c1)OCCO2
  A = -17%	B = 11%	C = 24	D = .	E = -34%	F = 4%
